Screens from PubChem BioAssay.
IL-1B inflam inh: blocks inflammasome-driven IL-1 beta release. activity change, % at 57.5 µM. THP-1 LPS/ATP IL-1B secretion, AlphaLISA, 16 h; active compounds read low. 360,000 tested, 4.7% active; in the data active = activity change below about -50%; inconclusive = mostly about -30% to -49%; note: % is set by controls: 0 for no effect and ±100 for the full control effect
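Secreted IL-1B measured by AlphaLISA bead assay after 16 h compound exposure of THP-1 cells; compounds (final up to 57.5 uM) added 1 h before LPS (250 ng/mL) and ATP (1.25 mM) stimulation; lower signal means less secretion.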
MCF10A rerep: inducers of DNA re-replication in MCF 10A breast cells | MCF 10A DNA re-replication, Hoechst nuclear intensity, 48 h | Potency, µM (series often up to 46.1 µM), for inactives: at the highest dose activity, positive = re-replication, actives largely listed as activators | 350,000 tested, 2.9% active; note: potency is the fitted concentration of half-maximal effect; % of control where 0% means no effect; nearly all actives have a fitted effect of over 50% in size
KB-V1 MDR tox: kills drug-selected multidrug resistant KB-V1 cells; KB-V1 MDR cells viability, CellTiter-Glo, 72 h; Potency, µM (highest dose often 46.1 µM), for inactives: at the highest dose activity change, negative = cytotoxicity, usual class: cytotoxic; 400,000 tested, 3.4% active; note: potency is the fitted concentration of half-maximal effect; % is set by controls: 0 for no effect and ±100 for the full control effect; nearly all actives have a fitted effect of over 60% in size
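Readout: CellTiter-Glo luminescence, 10 min after addition. Cells: KB-V1 MDR subline, 72 h at 37 degrees C with compound. Analysis: corrected, normalized data fitted to concentration-effect curves.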
KB-3-1 tox: kills parental KB-3-1 adenocarcinoma cells | KB-3-1 viability, CellTiter-Glo ATP luminescence, 72 h | Potency, µM (highest dose often 46.1 µM), for inactives: top-dose activity change, negative = cytotoxic, most hits filed as cytotoxic | 400,000 tested, 1.4% active | AID 1347075; note: potency is the fitted concentration of half-maximal effect; % is set by controls: 0 for no effect and ±100 for the full control effect; nearly all actives have a fitted effect of over 60% in size
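KB-3-1 cells, DMEM (no phenol red) + 10% FBS; compound by pin transfer, 72 h, 37 °C. Readout: CellTiter-Glo luminescence after 10 min. Data normalized, curve-fitted.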
SW480 rerep: DNA re-replication induction in SW480 cells. Potency, µM (titrated, usually from 46.1 µM), for inactives: at the highest dose re-replication activation, actives largely listed as activators. 340,000 tested, 1.8% active. SW480 DNA re-replication, Hoechst DNA content imaging, 48 h; note: potency is the fitted concentration of half-maximal effect; % of control where 0% means no effect; nearly all actives have a fitted effect of over 55% in size
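Quantitative HTS format with DMSO vehicle controls; 48 hr drug incubation at 37 C, then 40 min Hoechst staining and scanning imager measurement at 405 nm excitation.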
WRN inhibitor: blocks human WRN helicase | Q14191 | WRN helicase unwinding, fluorescent forked duplex, kinetic | Potency, µM (titrated, usually from 114 µM), inactives show at the top dose activity change, negative = inhibition, usual class: inhibitors | 360,000 tested, 0.46% active | AID 651768; note: potency is the fitted concentration of half-maximal effect; % is set by controls: 0 for no effect and ±100 for the full control effect; nearly all actives have a fitted effect of over 55% in size
Target sequence (Q14191 whole entry, looked up): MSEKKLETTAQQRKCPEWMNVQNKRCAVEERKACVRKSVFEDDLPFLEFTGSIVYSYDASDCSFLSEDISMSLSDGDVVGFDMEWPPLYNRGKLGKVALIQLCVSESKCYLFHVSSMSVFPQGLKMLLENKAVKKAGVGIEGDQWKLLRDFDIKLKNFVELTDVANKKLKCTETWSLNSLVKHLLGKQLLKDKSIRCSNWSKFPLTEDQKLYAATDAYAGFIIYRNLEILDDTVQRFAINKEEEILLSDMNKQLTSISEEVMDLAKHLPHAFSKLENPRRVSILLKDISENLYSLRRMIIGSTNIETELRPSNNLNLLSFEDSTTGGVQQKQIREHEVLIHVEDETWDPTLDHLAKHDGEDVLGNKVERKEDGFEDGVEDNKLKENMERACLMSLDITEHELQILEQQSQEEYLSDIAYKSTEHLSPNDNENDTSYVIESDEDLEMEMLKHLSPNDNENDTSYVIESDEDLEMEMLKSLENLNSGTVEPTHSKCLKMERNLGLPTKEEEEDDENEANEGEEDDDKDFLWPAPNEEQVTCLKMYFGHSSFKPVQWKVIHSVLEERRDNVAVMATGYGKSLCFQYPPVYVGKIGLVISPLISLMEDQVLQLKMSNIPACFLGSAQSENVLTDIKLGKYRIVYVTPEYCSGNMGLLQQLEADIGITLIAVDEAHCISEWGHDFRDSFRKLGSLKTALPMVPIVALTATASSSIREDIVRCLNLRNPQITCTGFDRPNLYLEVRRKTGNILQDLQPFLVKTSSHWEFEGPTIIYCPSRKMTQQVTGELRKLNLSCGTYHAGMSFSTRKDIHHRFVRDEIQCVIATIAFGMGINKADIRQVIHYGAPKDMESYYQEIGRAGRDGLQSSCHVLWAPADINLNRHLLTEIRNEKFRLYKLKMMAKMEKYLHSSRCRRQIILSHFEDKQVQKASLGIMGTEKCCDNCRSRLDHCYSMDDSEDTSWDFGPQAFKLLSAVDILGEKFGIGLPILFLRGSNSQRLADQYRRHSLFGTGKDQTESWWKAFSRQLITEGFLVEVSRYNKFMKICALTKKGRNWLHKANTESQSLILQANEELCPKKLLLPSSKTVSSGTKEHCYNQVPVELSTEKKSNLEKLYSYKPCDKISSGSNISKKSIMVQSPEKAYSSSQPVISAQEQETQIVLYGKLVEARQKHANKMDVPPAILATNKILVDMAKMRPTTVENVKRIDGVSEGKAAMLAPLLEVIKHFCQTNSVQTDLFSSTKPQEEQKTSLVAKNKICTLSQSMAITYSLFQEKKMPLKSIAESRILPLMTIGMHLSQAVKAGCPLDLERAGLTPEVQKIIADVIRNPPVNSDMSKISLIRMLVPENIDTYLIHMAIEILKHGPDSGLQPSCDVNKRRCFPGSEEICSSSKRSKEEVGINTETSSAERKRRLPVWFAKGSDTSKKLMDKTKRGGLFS
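Screening of the MLSMR collection measured strand separation of a quenched forked DNA duplex (100 nM) by 20 nM WRN with 2 mM ATP, all final. Compounds were preincubated with enzyme 15 min at room temperature.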
ATXN2 expr inh: inhibitors of ATXN2 expression; HEK-293 ATXN2-luciferase reporter, luminescence, 24 h; Potency, µM (highest dose often 57 µM), for the others: at the top dose activity change, negative = inhibition, actives largely listed as inhibitors; 360,000 tested, 0.72% active; AID 1745845; note: potency is the fitted concentration of half-maximal effect; % is set by controls: 0 for no effect and ±100 for the full control effect; nearly all actives have a fitted effect of over 55% in size
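ATXN2-luciferase reporter cells (luciferase flanked by upstream and downstream ATXN2 gene portions) were treated 24 h at 37 °C with compounds at up to 57 uM. SteadyGlo luminescence gave expression; GF-AFC fluorescence gave viability.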
HT1080NT lethal: kills 2HG-producing HT-1080-NT fibrosarcoma cells. HT-1080-NT fibrosarcoma viability, CellTiter-Glo ATP luminescence, 48 h. Potency, µM (highest dose often 46.1 µM), for the others: at the top dose activity, negative = less viability, usual class: cytotoxic. 360,000 tested, 1.6% active;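 note: NT is the 2HG producing partner of a matched IDH1 knockdown line; potency is the fitted concentration of half-maximal effect; 0% = DMSO-treated cells and -100% = media-only wells without cells; nearly all actives have a fitted effect of over 55% in size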
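Compounds were tested in concentration-response format on HT-1080-NT cells for 48 hours at 37 degrees C. Cell viability came from CellTiter-Glo luminescence; curves were classified by r2, response magnitude and activity.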
HT1080 IDH1KD tx: HT-1080 IDH1 knockdown cell toxicity (counter line). HT-1080 IDH1 knockdown viability, ATP luminescence, 48 h. Potency, µM (titrated, usually from 46.1 µM), for the others: top-dose activity, negative = toxicity, most hits filed as cytotoxic. 360,000 tested, 2% active. AID 686971;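 note: potency is the fitted concentration of half-maximal effect; 0% = DMSO wells and -100% = cell-free medium wells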
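In this qHTS, HT-1080 cells depleted of IDH1 are exposed for 48 h at 37 °C to compound titrations. Toxicity is scored from CellTiter-Glo luminescence, with DMSO as full viability and medium alone as none.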
* marks the source's active call; other numbers are inactive results; ? = inconclusive; / = not tested or not shown; [ ] = dose if it differs, or a comment. Unless noted, calls come from the whole dose curve; as a rule, active = well fitted curve in the direction sought with a large enough effect; inconclusive = small, poorly fitted or top-dose-only effect, or another doubt; inactive = no such curve, though single readings can be large; an effect the other way counts as inactive or inconclusive. Compounds were not picked by outcome, and some 12% of all compounds hit somewhere here.

Results follow in this order: IL-1B inflam inh	MCF10A rerep	KB-V1 MDR tox	KB-3-1 tox	SW480 rerep	WRN inhibitor	ATXN2 expr inh	HT1080NT lethal	HT1080 IDH1KD tx
1	CC(C)(C)C(=O)N1CCN(c2ccc([N+](=O)[O-])cc2-n2cccc2)CC1
    -5	16%	-22%	-9%	4%	2%	9%	-28%	-11%
2	O=C(COC(=O)c1cccnc1Cl)NCCc1ccc(F)cc1
    3	17%	/	/	-2%	-15%	5%	0%	2%
3	COc1ccc(OC)c(N)c1
    1	0%	-4%	-5%	4%	-29%	-12%	-4%	-5%
4	CN(C)S(=O)(=O)c1ccc(N2C(=O)CC2(/C=C/c2ccccc2)C(=O)NC2CCCC2)cc1 (stereo not drawn)
    -7	-69%[inhibitor]	5.2µM*	-14%	-1%	-8%	16%	2%	-9%
5	O=C(Nc1nnc(-c2ccccc2)s1)c1ccccc1O
    -8	?	0%	?	-7%	3%	10%	8%	-1%
6	CCN1CCN(C(=S)NCC(C)C)CC1
    13	-6%	19%	0%	-5%	-14%	0%	8%	16%
7	COc1ccc(NC(=S)N2CCN(C(=O)c3ccco3)CC2)cc1OC
    -14	3%	27%	11%	0%	-11%	4%	17%	14%
8	CCCCNC(=O)C1CC(=O)N(CCc2ccc(C)cc2)C1 (stereo not drawn)
    15	5%	14%	1%	1%	10%	-17%	17%	10%
9	COc1ccc(-c2csc(NC3=NCCCCC3)n2)cc1
    -4	6%	1%	3%	-6%	8%	23%	12%	6%
10	COc1ccc(OC)c(NC(=O)Nc2nnc(COCCO)s2)c1
    0	/	4%	0%	/	-6%	13%	25%	17%
11	CCn1cc(C(=O)N2CCN(C3CCCCC3)CC2)c2cc(OC)c(OC)cc2c1=O
    18	4%[9.22 µM]	17%	12%	-2%	5%	4%	8%	-19%
12	c1coc(-c2nn3c(-c4ccco4)nnc3s2)c1
    0	-1%	?	24%	-9%	?	5%	1%	1%
13	CCCC(=O)Nc1sc2c(c1C#N)CC(C)(C)NC2(C)C
    -3	-4%	1%	0%	-5%	-5%	5%	2%	0%
14	C=CCNC(=O)CN1CCN(C(c2ccccc2)c2ccccc2)CC1
    32	?	-2%	-14%	-22%	10%	-5%	6%	1%
15	Fc1cccc(-c2cc3nc4c(c(N5CCOCC5)n3n2)CCCC4)c1
    -3	-3%	26µM*	-4%	-2%	-10%	19%	2%	10%
16	CCC(=O)c1ccc(OCC(=O)Nc2cccc(S(=O)(=O)N3CCCCCC3)c2)cc1
    4	17%	-8%	-14%	-5%	-1%	-17%	-10%	-29%
17	O=C(CSc1nc(O)cc(=O)[nH]1)Nc1ccc2c(c1)CCC2
    -17	10%	9%	20%	-2%	?	10%	-2%	7%
18	O=C(Nc1c(C(=O)N2CCN(c3ccccn3)CC2)oc2ccccc12)c1cccc([N+](=O)[O-])c1
    -28	2%	9%	6%	-12%	-2%	2%	5%	20%
19	CNC(=O)COC(=O)c1ccccc1C(=O)c1ccc(Cl)c([N+](=O)[O-])c1
    -107*	5.8µM*	?	2%	5.8µM*	2%	/	12µM*	23µM*
20	CCOC(=O)c1[nH]c2ccc(F)cc2c1NC(=O)CCN1CCSCC1
    -7	3%	-12%	-2%	-1%	2%	-6%	-6%	6%
21	Cc1ccc2cc(CN(CCN3CCOCC3)Cc3nnnn3Cc3ccco3)c(=O)[nH]c2c1C
    -2	-3%	-24%	17%	-5%	-24%	-2%	4%	7%
22	O=C(OCC(=O)N1CCCC1)c1cc(Cl)ccc1[N+](=O)[O-]
    -7	8%	0%	12%	-2%	-35%	-2%	1%	11%
23	COc1ccccc1N1CCN(C(C)C(=O)N2CC(C)OC(C)C2)CC1 (stereo not drawn)
    26	9%	-2%	17%	-2%	?	-8%	18%	-2%
24	COCCn1c(=NC(=O)c2cc(-c3cccs3)nc3ccccc23)sc2cc(S(N)(=O)=O)ccc21
    ?	?	-29%	?	21%	-10%	-24%	?	?
25	O=C(OCC(=O)N1CCCCCC1)c1ccc([N+](=O)[O-])cc1Cl
    4	0.82µM*	11%	1%	-16%	-5%	-23%	-1%	12%
26	COCC(=O)Nc1cc(C)cn(Cc2cccc(C(F)(F)F)c2)c1=O
    52	22%	-4%	0%	12%	-2%	-1%	-2%	0%
27	O=C(O)c1ccc(-c2noc(-c3ccccc3C(F)(F)F)n2)cc1
    /	11%	-7%	-1%	-5%	/	37%	/	/
28	c1ccc2c(c1)OCCOCCOCCOCCOc1ccccc1OCCOCCOCCO2
    -4	3%	3.7µM*	26µM*	?	8%	-10%	-6%	-18%
29	Cc1cc(C#N)c(C)c(SCc2[nH]nc3c2C(c2ccccc2)C(C#N)=C(N)O3)n1 (stereo not drawn)
    ?	12%	6%	4%	-5%	-14%	/	2%	2%
30	CCN(CC)S(=O)(=O)c1ccc(OCC(=O)NCc2ccccc2)cc1
    20	-1%	?	20%	-4%	-3%	-9%	-4%	17%
31	COc1ccc(CN2C(=O)C(CC(=O)NC3CCCCC3)CC(C(=O)N(C(C)C)C(C)C)=C2C)cc1 (stereo not drawn)
    -19	/	0%	-18%	/	6%	-6%	-7%	-2%
32	C=CCSc1nnc(-c2cc3c(C(F)(F)F)nn(C)c3s2)n1C
    -13	9%	-26%	-1%	-3%	3%	2%	21%	7%
33	CC(=O)N1CCN(C(=S)NCc2ccccc2)CC1
    31	-3%	14%	0%	-3%	-2%	7%	3%	15%
34	COCCNC(=O)C1(C)CCN(C(=O)COc2ccc(Cl)cc2Cl)C1 (stereo not drawn)
    25	/	-27%	1%	/	1%[57.1 µM]	17%	1%	8%
35	CCCCCCc1cc2cc(S(=O)(=O)c3ccc(C)cc3)c(=O)oc2cc1O
    50	?	-12%	8%	18µM*	-20%	?	0%	-18%
36	Cc1ccnc(N=Cc2nc(-c3ccccc3Br)oc2O)c1
    1	-1%	21%	0%	-192%[inhibitor]	-4%	/	-3%	3%
37	Cc1c[nH]c2cccc(OCC(O)CNC(C)(C)C)c12 (stereo not drawn)
    -7	-6%	10%	-10%	4%	0%	-3%	14%	3%
38	COc1ccc(-c2noc(CCC(=O)Nc3cc(Cl)c(OC)cc3OC)n2)cc1
    -4	-2%	-21%	-1%	-6%	-7%	10%	-26%	?
39	CC(=O)Nc1ccc(NC(=O)C(C)OC(=O)CCCOc2ccc(Cl)cc2C)cc1 (stereo not drawn)
    36	16%	0%	1%	-36%[inhibitor]	-9%	-6%	-4%	-16%
40	O=C(c1ccc(CS(=O)c2cccc(Cl)c2)o1)N1CCN(c2ccccn2)CC1 (stereo not drawn)
    82	?	?	7.3µM*	25%	-7%	-19%	?	?
41	Cc1cccc(C)c1N1C(=O)C(Cl)=C(N2CCCC2)C1=O
    -11	?	2%	-4%	-24%	7%	?	14%	0%
42	Cc1ccc(/C=C/C(=O)O)cc1S(=O)(=O)N1CCCCC1
    -6	-4%	-12%	2%	-6%	-12%	2%	-2%	1%
43	O=C(N/N=C/c1ccc(O)c(O)c1)C1CC1
    26	-3%	-5%	6%	-11%	-9%	/	-5%	-1%
44	COc1ccc2c(c1)sc(=N)n2CC(=O)Nc1cc(C)cc(C)c1
    15	0%	?	3%	-71%[inhibitor]	12%	-20%	0%	-2%
45	Cn1c2ccccc2c2c(=O)oc3ccccc3c21
    0	0%	0%	0%	-24%	-1%	2%	2%	6%
46	Cc1[nH]c(=O)[nH]c(=O)c1S(=O)(=O)Nc1ccc(F)c(Cl)c1
    5	-4%	0%	-9%	1%	4%	5%	3%	-1%
47	O=C(c1cc(-c2ccncc2)nc2ccccc12)N1CCOCC1
    -2	-2%	-3%	-15%	-11%	2%	-1%	-5%	-3%
48	CCOc1c(Br)ccc2c1sc1nc[nH]c(=O)c12
    5	?	21µM*	?	6%	-24%[57.1 µM]	2%	-2%	1%
49	O=C(O)c1cnn(-c2ccccc2)c1-c1ccncc1
    0	3%	12%	7%	-8%	-1%[11.6 µM]	-2%	16%	17%
50	CC(C)Cn1c(N)c(C(=O)COC(=O)c2ccc(Cl)cc2)c(=O)n(C)c1=O
    17	-30%[inhibitor]	15%	-34%	1%	-3%[57.1 µM]	-19%[2.22 µM]	?	-14%
51	COCCn1c(SCC(=O)Nc2cc(OC)ccc2OC)nc2c(c1=O)SC(C)C2 (stereo not drawn)
    -9	6%	-8%	-1%	-11%	0%	1%	-12%	-8%
52	S=c1[nH]nc(-c2ccccn2)n1/N=C/c1ccc(Cl)c(Cl)c1
    /	-4%	-1%	-9%	-40%	-9%	2%	17%	15%
53	O=C(CSc1ccc([N+](=O)[O-])cc1)c1ccccc1
    0	5%	4%	0%	-2%	-13%	15%	16%	-2%
54	CCOC(=O)c1ccc(NC(=O)c2nc[nH]c2C(=O)NCCNC(=O)c2[nH]cnc2C(=O)Nc2ccc(C(=O)OCC)cc2)cc1
    13	-13%	?	-8%	4%	4%	-2%	0%	1%
55	OC(CNCCc1ccc(C(F)(F)F)cc1)COc1cccc2ccccc12 (stereo not drawn)
    -63*	21µM*	?	-7%	16µM*	-4%	/	-27%	-11%
56	CC1CCCN(S(=O)(=O)c2ccc3c(c2)C(C)(C)C(=O)N3C)C1 (stereo not drawn)
    -2	-4%	4%	3%	-12%	-1%	4%	-2%	3%
57	CCC(=O)c1cn(CC(=O)Nc2ccc(C)cc2C)c2ccccc12
    12	-5%	-3%	0%	-2%	4%	5%	-8%	-12%
58	CCC(C)NC(=O)CSc1nc2ccccc2c(=O)n1CCCC(=O)NCC1CCCO1 (stereo not drawn)
    0	1%	5%	-5%	-1%	1%	-2%	-5%	-3%
